POLI inh = DNA polymerase iota (human) inhibition. Q9UNA4. Pol iota fluorescent replication assay, 10 min. Potency, µM (top dose mostly 115 µM), for the others: at the top dose activity, negative = inhibition, actives largely listed as inhibitors. actives 1% (n = 390,000). AID 588590
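Pol iota at 10 nM preincubated 15 min with compounds at room temperature; reaction started with fluorescent substrate, 50 nM final. Fluorescence read kinetically at 0 and 10 min; buffer-only wells as negative control.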
BAZ2B block = inhibitors of human BAZ2B bromodomain; AlphaScreen BAZ2B-H3K14Ac peptide displacement; AID 504333; Potency, µM (top dose mostly 114 µM), inactives show at the highest dose activity change, negative = inhibition, most hits filed as inhibitors; Q9UIF8; actives 4.4% (n = 360,000); note: % is set by controls: 0 for no effect and ±100 for the full control effect; nearly all actives have a fitted effect of over 60% in size
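Compounds, titrated to a top concentration of 110 uM, were incubated 30 min at room temperature with preformed BAZ2B/acetyl-K14 H3 peptide complex (50 nM each). Proximity signal was measured by AlphaScreen after 20 min with beads.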
JMJD2A Tudor = blocks the human JMJD2A Tudor domain. O75164. AlphaScreen JMJD2A-Tudor / H3K4me3 peptide binding. Potency, µM (top dose mostly 114 µM), for the others: top-dose activity change, negative = inhibition, usual class: inhibitors. actives 4.4% (n = 390,000); note: % is set by controls: 0 for no effect and ±100 for the full control effect; nearly all actives have a fitted effect of over 50% in size
POLH inh = blocks human DNA polymerase eta activity; Q9Y253; Potency, µM (series often up to 114 µM), without a hit: at the top dose activity change, negative = inhibition, usual class: inhibitors; actives 1.2% (n = 390,000); recombinant Pol eta, fluorescent DNA replication assay; AID 588591; note: % is set by controls: 0 for no effect and ±100 for the full control effect
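Pol eta at 10 nM preincubated with compounds 15 min at room temperature; reaction started with fluorescent substrate (50 nM final) and read kinetically at 0 and 10 min.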
Pol beta inh = inhibitors of human DNA polymerase beta; Pol beta primer extension/strand displacement, fluorescence kinetic; Potency, µM (highest dose often 114 µM), for inactives: top-dose activity change, negative = inhibition, usual class: inhibitors; actives 1.3% (n = 340,000); AID 485314; note: % is set by controls: 0 for no effect and ±100 for the full control effect
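10 nM enzyme + cpd, 15 min RT; start with substrate 50 nM final; read 0 min and after 10 min RT. Corrected, normalized data; 4-parameter Hill curve fit.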
POLK inh = blocks human DNA polymerase kappa activity | AID 588579 | actives 0.53% (n = 400,000) | Potency, µM (doses to about 107 µM), for inactives: at the highest dose activity, negative = inhibition, usual class: inhibitors | purified Pol kappa, fluorescent DNA synthesis assay, 10 min; note: % is set by controls: 0 for no effect and ±100 for the full control effect
Target sequence (Q9UBT6 whole entry, looked up): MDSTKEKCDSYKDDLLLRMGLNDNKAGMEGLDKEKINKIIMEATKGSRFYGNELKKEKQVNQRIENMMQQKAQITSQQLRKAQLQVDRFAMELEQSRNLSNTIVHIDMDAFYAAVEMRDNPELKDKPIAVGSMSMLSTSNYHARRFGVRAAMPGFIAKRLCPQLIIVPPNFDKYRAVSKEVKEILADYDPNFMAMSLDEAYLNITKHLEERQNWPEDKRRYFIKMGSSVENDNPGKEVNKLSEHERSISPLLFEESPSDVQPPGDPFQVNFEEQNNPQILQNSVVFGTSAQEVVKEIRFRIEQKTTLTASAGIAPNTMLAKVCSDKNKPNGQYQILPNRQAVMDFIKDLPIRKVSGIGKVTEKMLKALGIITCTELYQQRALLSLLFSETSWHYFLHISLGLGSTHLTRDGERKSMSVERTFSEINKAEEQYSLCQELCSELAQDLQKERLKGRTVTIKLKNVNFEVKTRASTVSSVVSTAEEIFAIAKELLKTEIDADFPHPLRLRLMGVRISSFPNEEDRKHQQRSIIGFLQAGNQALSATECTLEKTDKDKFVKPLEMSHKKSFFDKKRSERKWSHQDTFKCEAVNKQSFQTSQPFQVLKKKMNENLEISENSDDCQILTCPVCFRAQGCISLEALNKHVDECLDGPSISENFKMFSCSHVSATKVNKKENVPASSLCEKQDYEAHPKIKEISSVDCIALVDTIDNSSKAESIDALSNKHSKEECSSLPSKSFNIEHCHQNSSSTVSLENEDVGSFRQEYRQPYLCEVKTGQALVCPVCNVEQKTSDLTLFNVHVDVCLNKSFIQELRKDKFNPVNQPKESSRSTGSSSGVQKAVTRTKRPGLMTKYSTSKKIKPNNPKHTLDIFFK
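50 nM final substrate added after 15 min RT preincubation of 10 nM Pol kappa with compound; fluorescence read at 0 and 10 min.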
G9a block = blocks human histone lysine methyltransferase G9a. Q96KQ7. G9a H3K9 monomethylation, AlphaScreen, 2 h. Potency, µM (titrated, usually from 102 µM), without a hit: at the highest dose activity, negative = inhibition, actives largely listed as inhibitors. actives 8.8% (n = 350,000). AID 504332; note: % is set by controls: 0 for no effect and ±100 for the full control effect; nearly all actives have a fitted effect of over 75% in size
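AlphaScreen read-out: biotin-H3K9 peptide (500 nM) methylation by 20 nM enzyme with 20 uM SAM, 2 h at room temperature after 15 min compound preincubation; anti-monomethyl H3K9 antibody plus donor/acceptor beads, 10 min dark.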
BLM inh = blocks DNA unwinding by human BLM helicase. P54132. recombinant BLM DNA unwinding, fluorescence dequenching. Potency, µM (series often up to 56.1 µM), inactives show at the top dose activity change, negative = inhibition, hits mostly inhibitors. actives 0.2% (n = 350,000);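 note: plate controls were vehicle for no effect and no enzyme for full effect; nearly all actives have a fitted effect of over 35% in size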
APE1 inh = APE1 (human) endonuclease inhibition; recombinant APE1, TAMRA/BHQ-2 abasic DNA cleavage fluorescence; actives 0.35% (n = 350,000); P27695; Potency, µM (highest dose often 65.8 µM), for the others: top-dose activity change, negative = inhibition, actives largely listed as inhibitors;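 note: plate controls were vehicle for no effect and reference inhibitor for full effect; nearly all actives have a fitted effect of over 55% in size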
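Activity was derived from the fluorescence gain between first and third kinetic reads (60 s intervals, ex 525/em 598 nm) after 50 nM THF-abasic TAMRA/BHQ-2 duplex was added to 0.75 nM APE1 preincubated 15 min with compound.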
Active calls of the source: *; ? = inconclusive; / = not tested or not shown; [ ] = dose if it differs, or a comment. Calls come from the whole dose curve; as a rule, active = well fitted curve in the direction sought with a large enough effect; inconclusive = small, poorly fitted or top-dose-only effect, or another doubt; inactive = no such curve, though single readings can be large; an effect the other way counts as inactive or inconclusive. Potency is the fitted concentration of half-maximal effect. These rows are one share of the data. The share of hits here may be higher or lower than overall.

compound	POLI inh	BAZ2B block	JMJD2A Tudor	POLH inh	Pol beta inh	POLK inh	G9a block	BLM inh	APE1 inh
CC(C)NC(=O)N1CC[C@@]2(CCCN(C(=O)c3cnccn3)C2)C1	/	/	/	/	/	-5%[60.1 µM]	1%[12.7 µM]	3%	2%
O=C(OCn1nnc2ccccc2c1=O)c1cc(-c2ccccc2Cl)nc2ccccc12	4%	0%	0%	-15%	-11%	6%	0%	-1%	0%
Cc1cccc(N2CCN(C(=O)C3CCN(S(=O)(=O)c4c(C)noc4/C=C/c4ccccc4F)CC3)CC2C)c1 (stereo not given)	-4%	-19%	-15%	-18%	-18%	9%[60.1 µM]	-6%[59 µM]	-5%	/
CC(=O)/C=C(\C)Nc1ccccc1O	5%	-13%	3%	-1%	0%	0%	12%	-3%	-3%
CCOc1ccc(CCNC(=O)c2cnc3sc(N4CCCC4)nn3c2=O)cc1	11%	-16%	-4%	-13%	-11%	-16%	4%[59 µM]	4%	/
COCCN(C(=O)c1cc(CN2C(=O)c3ccccc3C2=O)ccc1OC)c1c(N)n(CC(C)C)c(=O)[nH]c1=O	0%	/	7%	-1%	/	-3%	/	/	/
Nc1c(C(=O)CSc2nnc(-c3ccccc3)o2)c(=O)[nH]c(=O)n1C1CC1	19%	-1%	3%	1%	/	9%	-5%[12.7 µM]	/	6%
Cc1cccc(-c2cc3nc(C)cc(NCCCN(C)C)n3n2)c1	6%	-4%	-20%	-15%	?	?	-36%[59 µM]	-1%	-7%

Pulled one by one from the entries so far:
compound	POLI inh	BAZ2B block	JMJD2A Tudor	POLH inh	Pol beta inh	POLK inh	G9a block	BLM inh	APE1 inh
O=C(OCn1nnc2ccccc2c1=O)c1cc(-c2ccccc2Cl)nc2ccccc12	4%	0%	0%	-15%	-11%	6%	0%	-1%	0%
Cc1cccc(-c2cc3nc(C)cc(NCCCN(C)C)n3n2)c1	6%	-4%	-20%	-15%	?	?	-36%[59 µM]	-1%	-7%

(next part)
compound	POLI inh	BAZ2B block	JMJD2A Tudor	POLH inh	Pol beta inh	POLK inh	G9a block	BLM inh	APE1 inh
COc1ccc(NC(=O)C(CC(=O)O)C(C)c2ccccc2)cc1 (stereo not given)	37%[activator]	7%	14µM*	0%	7%	-5%	-38%	1%	3%
COc1ccc2cc(CO)c(Cl)nc2c1	13%	/	-13%	11%	25%	-15%[60.1 µM]	26%	-10%	-1%
CC(=O)Nc1nnc(Cc2c[nH]c3ccccc23)s1	192%[activator]	16%	-13%	-6%	0%	-11%	-45%	1%	8%
CCCN1C(=O)C(Cc2nc3ccccc3c(=O)n2-c2cccc(C)c2)c2ccccc21 (stereo not given)	-3%	-26%	-35%	/	0%	-3%	-35%[59 µM]	-5%	/
Cc1cccc(-n2ncc(C(=O)NCc3ccco3)c2C2CCN(C(=O)OC(C)(C)C)CC2)c1	-4%	4%[57.1 µM]	?	-6%	-26%	-24%	-35%[59 µM]	-3%	/
Cc1nc(N2CCN(S(=O)(=O)c3ccc(F)cc3)CC2)c2c(C)c(C)sc2n1	-5%	-4%	-18%	-11%	14%	-6%	2%	-1%	9%
COc1ccc(-c2ccc(SCC(=O)N3CCOCC3)nn2)cc1OC	-2%[58.9 µM]	30%[activator]	-12%	-19%	10%	-22%	-11%[59 µM]	2%	4%
CCCOCC(O)COc1ccccc1C(=O)N1CCOCC1 (stereo not given)	-4%	10%	0%	-13%	-12%	-10%	2%	-4%	-1%

Gathered by group: those above containing an aryl methoxy group.
compound	POLI inh	BAZ2B block	JMJD2A Tudor	POLH inh	Pol beta inh	POLK inh	G9a block	BLM inh	APE1 inh
COCCN(C(=O)c1cc(CN2C(=O)c3ccccc3C2=O)ccc1OC)c1c(N)n(CC(C)C)c(=O)[nH]c1=O	0%	/	7%	-1%	/	-3%	/	/	/
COc1ccc(NC(=O)C(CC(=O)O)C(C)c2ccccc2)cc1 (stereo not given)	37%[activator]	7%	14µM*	0%	7%	-5%	-38%	1%	3%
COc1ccc2cc(CO)c(Cl)nc2c1	13%	/	-13%	11%	25%	-15%[60.1 µM]	26%	-10%	-1%
COc1ccc(-c2ccc(SCC(=O)N3CCOCC3)nn2)cc1OC	-2%[58.9 µM]	30%[activator]	-12%	-19%	10%	-22%	-11%[59 µM]	2%	4%

New compounds follow.
compound	POLI inh	BAZ2B block	JMJD2A Tudor	POLH inh	Pol beta inh	POLK inh	G9a block	BLM inh	APE1 inh
CCOc1ccc(NC(=O)CN(C)CC(=O)Nc2cccc(Cl)c2C)cc1OCC	-1%	-29%	-13%	-18%	4%	-6%	35%[0.501 µM]	-4%	0%
Cn1c(=O)c2ncn(C)c2n(C)c1=O	30%[activator]	/	-6%	-1%	/	-10%	/	/	/
COc1cc(CN2CCCC(CO)(Cc3cccc(Cl)c3)C2)cc2c1OCO2 (stereo not given)	37%[activator]	14%	-9%[11.4 µM]	?	2%	-13%	0%	2%	16%
COc1ccc(/C=C/C(=O)c2ccc3c(c2)OCO3)cc1OC	?	-5%	-29%	-11%	/	0%	12%[12.7 µM]	/	0%
Cc1cnc(CNC(=O)c2ccc(OC3CCN(C(=O)C4CC4)CC3)cc2)cn1	-6%	-2%	3%	6%	1%	-11%	16%[59 µM]	-3%	4%
N#Cc1cc(S(=O)(=O)c2ccc(F)cc2)c(N)[nH]c1=O	20%	-21%	-6%	-19%	0%	7%[60.1 µM]	?	-3%	-2%
O=C(CSc1nc2c(c(=O)n1-c1ccc(Br)cc1)SCC2)NCc1ccco1	-25%	-2%	-21%	-28%	-3%	-13%	?	-5%	-3%
COc1ccc(S(=O)(=O)Nc2ccc(S(=O)(=O)Nc3nc(C)cc(C)n3)cc2)cc1OC	-19%	-6%	-6%	-5%	4%	-4%	-7%[12.7 µM]	4%	-1%
Cc1ccccc1Cn1nnc(C(=O)Nc2cccc(C)c2C)c1N	8%	-5%	-12%	-16%	16%	-7%	1%	-13%	-2%
C=CCn1c(=S)[nH]c2sc3c(c2c1=O)CCCC3	?	0%	-22%	4%	42%	-14%	20%[0.501 µM]	3%	-3%
COc1ccc(C(O)P(=O)(OCCC(C)C)c2ccc(N(C)C)cc2)cc1 (stereo not given)	37%[activator]	-18%	-21%	-6%	0%	-11%	16%	1%	6%
CN(C)C(CNC(=O)c1ccc(C2SCCS2)cc1)c1ccccc1 (stereo not given)	19%	-23%	?	-1%	0%	-15%	50µM*	-3%	47%
C/C=C/c1ccc(OCCCNCC(C)O)c(OC)c1 (stereo not given)	1%	-2%	-26%	-13%	22%	5%	0%[12.7 µM]	4%	-2%
Fc1ccccc1NC(=S)NCc1ccc(Cl)cc1	103%[activator]	-5%	6%	1%	31%	-9%	/	1%	-16%
O=[N+]([O-])c1ccccc1/C=N\N1CCN(c2ccccc2)CC1	?	18µM*	40µM*	-9%	-3%	-21%	10µM*	-4%	-6%
O=C1CC(c2ccccc2)Oc2ccc(Cl)cc21 (stereo not given)	8%	/	37%[activator]	-16%	/	-10%	/	/	/
O=C1CCn2c1c(O)c1ccccc1c2=O	?	/	35µM*	8%	/	-23%	/	/	/
Cc1nc(SCC(=O)NC2CCS(=O)(=O)C2)c(C#N)c(C)c1C (stereo not given)	6%	-2%	5%	-11%	/	9%	?	/	-6%
Cc1ccc(C(C)C)c(OCC(=O)Nc2cc(-c3nc4ccccc4[nH]3)ccc2C)c1	-11%	-1%	-6%	/	4%	-13%	10%[59 µM]	-3%	/
Cc1cc(C(=O)N/N=C/c2cc(N=Nc3ccccc3)ccc2O)n[nH]1	2%	-32%	?	-7%	25µM*	-3%	50µM*	3%	-7%
O=C(Nn1c(C2CCCCC2)nc2ccccc2c1=O)c1cc(Cl)ccc1[N+](=O)[O-]	46%[activator]	-18%	-10%	-6%	-1%	1%	2%	-4%	2%
O=C(COC(=O)CCCNC(=O)c1ccc(Cl)cc1)Nc1cc(Cl)ccc1Cl	3%	9%	-3%	-6%	-9%	-25%	4%[59 µM]	-3%	-7%
COc1ccc(CCNS(=O)(=O)c2cc3c(cc2C)NC(=O)CO3)cc1OC	15%	-30%	-7%	-15%	-1%	8%	19%	1%	37%
C/C=C(\C)C(=O)N1CC2(CC(c3cccc(NC(=O)COc4ccc(Cl)cc4)c3)=NO2)C[C@@H]1C(N)=O (stereo not given in full)	2%	-12%	-14%	-3%	-1%	12%	-41%[59 µM]	-1%	-6%
CC(=O)c1ccc(NC(=O)COC(=O)c2c3c(nc4ccccc24)/C(=C\c2cccs2)CCC3)cc1	-5%	-5%	-1%	-2%	28%	-15%	-3%[59 µM]	-14%	?
Cc1ccccc1Nc1nc(-c2sc(NC(=O)c3ccco3)nc2C)cs1	6%	?	?	8%	?	7%	?	-14%	-3%
COc1ccc(OC)c(C(=O)CC2(O)C(=O)N(Cc3ccccc3C)c3ccccc32)c1 (stereo not given)	2%	-24%	-24%	-1%	4%	3%	-36%[59 µM]	-10%	/
CC(NC(=O)COC(=O)C1(C)CC1(Cl)Cl)c1ccccc1 (stereo not given)	-11%	-4%	8%	-8%	/	18%	11%[12.7 µM]	/	46%[activator]
Cc1nn2c(-c3ccccn3)ccnc2c1Cl	51%[activator]	4%	-8%	-18%	2%	-8%	-1%	-1%	1%
COc1ccc(OCCC(=O)OCC(=O)NCc2ccccc2OC)cc1	76%[activator]	-5%	-3%	-25%	/	1%	?	/	5%
CCC(C(=O)Nc1ccc(OC)c(Cl)c1)c1ccccc1 (stereo not given)	206%[activator]	-3%	10%	-23%	11%	-5%	9%[59 µM]	-18%	-1%
CCCCC(=O)Nc1nnc(C)s1	?	5%	-19%	-3%	-7%	-20%	-19%	1%	4%
COc1ccc(CCNS(=O)(=O)c2cn(C)c(=O)n(C)c2=O)cc1OC	-4%	6%	-13%	-9%	7%	-5%	13%	-2%	6%
Cc1ccccc1CNC(=O)CN(c1cccc(C)c1C)S(C)(=O)=O	14%	-3%	-5%	-20%	12%	-6%[60.1 µM]	5%[59 µM]	7%	/
CCCC[C@@H]1CNCCN1CCc1cccc(F)c1	-16%	-36%	-12%	-7%	/	17%	-32%[2.33 µM]	/	34%
COc1ccc(NC(=O)CC2SC(N)=NC2=O)c([N+](=O)[O-])c1 (stereo not given)	-9%	-23%	-11%	1%	-11%	6%	15%	-10%	-7%
Cc1cc(C)n(-c2nc3cc(Cl)ccc3nc2N2CCN(c3ccccc3F)CC2)n1	32%[activator]	54%[activator]	60%[activator]	?	2%	-6%	103%[activator][59 µM]	-7%	/

From PubChem BioAssay
